# ERK EGF block = qHTS Assay for Inhibitors of the ERK Signaling Pathway using a Homogeneous Screening Assay; Stimulation with EGF; HEK293-V1b, EGF-stimulated phospho-ERK AlphaScreen; AID 1454, 2008; 130,000 compounds, 0.41% hits; Potency, µM (titrated, usually from 11.5 µM), without a hit: top-dose activity change, negative = inhibition, actives largely listed as inhibitors; active = well fitted inhibition curve with a large enough effect; inconclusive = small, poorly fitted or top-dose-only effect, or effect the other way;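 also: plate controls were stimulated vehicle wells for no effect and unstimulated vehicle basal for full effect; nearly all actives have a fitted effect of over 55% in size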
#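 After overnight plating in 1% FBS, HEK293-V1b cells received test compound for half an hour, then a 5 min pulse of EGF (25 nM); ERK phosphorylation in lysates was read by bead-based AlphaScreen.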
# Starred values were filed as active, the others as inactive; ? = inconclusive; [ ] = another dose, or the depositor's remark. Potency is read from the fitted curve at half-maximal effect. This is a subset. The share of hits here may be higher or lower than overall.
# Preview:
SMILES,ERK EGF block
Cc1ccc(NC(=O)CN2C(=O)CSC2=O)cc1,-1.5%
Cc1ccc(/C=C2\S/C(=N/S(=O)(=O)c3cccs3)NC2=O)cc1,5.4%[57.5 µM]
Cc1ccccc1-c1nc(NCc2cccnc2)c2ccccc2n1,23.9%
C/C(=N\NC(=O)c1cc(-c2cccc([N+](=O)[O-])c2)n[nH]1)c1ccccc1O,4.4%
O=C(CC(c1ccccc1)c1ccccc1)Nc1ccncc1,0.0%[57.5 µM]
O=S(=O)(c1ccc(Cl)cc1)N1CCNCC1,-0.6%
CC(C)OCCCNC(=O)Cc1ccc(F)cc1,-6.0%

# The listing, from the start:
SMILES,ERK EGF block
Cc1ccc(NC(=O)CN2C(=O)CSC2=O)cc1,-1.5%
Cc1ccc(/C=C2\S/C(=N/S(=O)(=O)c3cccs3)NC2=O)cc1,5.4%[57.5 µM]
Cc1ccccc1-c1nc(NCc2cccnc2)c2ccccc2n1,23.9%
C/C(=N\NC(=O)c1cc(-c2cccc([N+](=O)[O-])c2)n[nH]1)c1ccccc1O,4.4%
O=C(CC(c1ccccc1)c1ccccc1)Nc1ccncc1,0.0%[57.5 µM]
O=S(=O)(c1ccc(Cl)cc1)N1CCNCC1,-0.6%
CC(C)OCCCNC(=O)Cc1ccc(F)cc1,-6.0%
CC(=O)Nc1c(O)nc(C)[nH]c1=O,-0.6%[57.5 µM]
COc1cc(/C=N\NC(=O)c2ccc(C)nc2)ccc1OC(=O)c1ccc2c(c1)OCO2,-4.5%
CN1CCN(C(=O)C23CC4CC(C)(CC(C)(C4)C2)C3)CC1,0.4%[57.5 µM]
COc1ccc(C(O)P(=O)(OCc2ccccc2)c2ccc(N(C)C)cc2)cc1 (configuration not stated),-7.7%[57.5 µM]
Cc1[nH]c2ccccc2c1C(C[N+](=O)[O-])c1cccc(O)c1 (configuration not stated),2.4%
COc1ccc(/C=C2\Oc3cc(OC(=O)N4CCOCC4)ccc3C2=O)cc1,?
O=c1c2[nH]c3ccc(F)cc3c2nc2n1CCCS2,-3.2%
c1ccc(-c2ccccc2OCCCN2CCCCCC2)cc1,4.4%
Cc1ccc(N2C(=O)c3cccc4c(C(=O)O)ccc(c34)C2=O)cc1,-2.6%
O=C(c1ccccc1)N1CCN(c2n[nH]c(=O)[nH]c2=O)CC1,4.3%
CCN(CC)CCCN=C(C)C1=C(O)c2ccccc2C1=O,-4.9%[57.5 µM]
COc1ccc(-c2csc(-c3ccc(O)cc3)n2)cc1,12.9%[57.5 µM]
COc1ccc(N(CC(=O)Nc2ccc3c(c2)OCO3)S(=O)(=O)c2ccccc2)cc1,5.2%
COc1cccc(-c2nnc(NC(=O)c3ccc(Cl)s3)o2)c1,?
Cc1ccc(-c2cc(-c3ccccc3C)[nH]n2)c(O)c1,0.7%
CCSc1nnc(CNC(=O)c2ccccc2F)n1-c1ccccc1OC,3.7%
CC1Cc2cc(/C(O)=C3/C(=O)C(=O)N(CCN4CCOCC4)C3c3ccc(C(C)C)cc3)ccc2O1 (configuration not stated),-12.8%[57.5 µM]
COc1ccc(NC(=O)c2cc(S(=O)(=O)Nc3ccc(OC)cc3)cs2)cc1,?
Cn1c(SCC2CCCO2)nnc1-c1ccc([N+](=O)[O-])cc1 (configuration not stated),0.8%
COc1ccc(N2CCN(C(=O)c3ccc(Cn4c(=S)[nH]c5ccc(N6CCOCC6)cc5c4=O)cc3)CC2)cc1,-11.6%[57.5 µM]
CN(C)c1ccc(NC(=O)N2CCOCC2)cc1,14.3%
COCCn1c(N)c(C(=S)NC(=O)c2cccs2)c(=O)[nH]c1=O,8.5%[57.5 µM]
Cc1cc(SCC(=O)Nc2ncc(Cl)cc2Cl)nc2ccccc12,-7.0%
CC(=O)N(C[C@@H](C)C(=O)O)c1c(I)cc(I)c(N)c1I,6.2%[25.7 µM]
Nc1nonc1C(=O)NCCNc1ccc([N+](=O)[O-])cc1,3.1%[57.5 µM]
CC(C)c1c(O)cc(-c2ccncc2)n(-c2ccc(Cl)cc2)c1=O,0.0%
CCO[C@@H]1OC(C(=O)N2CCN(Cc3ccc4c(c3)OCO4)CC2)=C[C@H](c2ccc(Br)cc2)[C@H]1CCCO,2.9%[57.5 µM]
CC(C)C[C@H]1C(=O)N2CCC[C@@H]2[C@]2(O)O[C@](NC(=O)[C@H]3C=C4c5cccc6[nH]c(Br)c(c56)C[C@H]4N(C)C3)(C(C)C)C(=O)N12,3.1%[25.7 µM]
COc1cccc(-c2nnc(NC(=O)c3cccc(F)c3)o2)c1,-1.2%[57.5 µM]
Cn1ccnc1C(O)(c1ccccc1)c1ccccc1,4.5%[57.5 µM]
CCNC(=S)Nc1ccccc1-c1ccccc1,3.1%
CCC(C)Nc1nc2c(c(=O)n(C)c(=O)n2C)n1C (configuration not stated),-2.3%[57.5 µM]
O=C(O)c1cccc(N2C(=O)c3cccc4c(Cl)ccc(c34)C2=O)c1,-1.5%

# Part of the list above in another layout:
canonical_smiles | ERK EGF block
c1ccc(-c2ccccc2OCCCN2CCCCCC2)cc1 | 4.4%
Cc1ccc(N2C(=O)c3cccc4c(C(=O)O)ccc(c34)C2=O)cc1 | -2.6%
O=C(c1ccccc1)N1CCN(c2n[nH]c(=O)[nH]c2=O)CC1 | 4.3%
CCN(CC)CCCN=C(C)C1=C(O)c2ccccc2C1=O | -4.9%[57.5 µM]
COc1ccc(-c2csc(-c3ccc(O)cc3)n2)cc1 | 12.9%[57.5 µM]

# More entries follow.
SMILES,ERK EGF block
Cc1ccc(OCCn2c(=S)[nH]c3c(N)ncnc32)cc1,-3.8%
CC(C(=O)Nc1ccccc1Oc1ccccc1)c1ccccc1 (configuration not stated),-6.5%
C=CCNc1nc2c(c(=O)[nH]c(=O)n2C)n1Cc1cccc(C)c1,11.1%
CN1CCCN(C(=O)C2CCCCC2)CC1,-2.2%
Cc1cc2cc(C(=O)N3CCc4c([nH]c5ccccc45)C3c3ccccn3)ccc2o1 (configuration not stated),-11.9%[57.5 µM]
O=C(CSc1nnnn1C1CCCC1)N1CCOCC1,-10.7%
O=C(NCc1ccc2c(c1)OCO2)c1ccccn1,-0.8%
O=C(CC12CC3CC(CC(Br)(C3)C1)C2)NC1=NCCS1,-6.2%
COc1ccc(F)cc1S(=O)(=O)n1nnc2ccccc21,6.9%
COCC(=O)NNC(=O)c1ccccc1OC,-7.1%

# Reformatted: 4 of the compounds above
molecule: Cc1ccc(OCCn2c(=S)[nH]c3c(N)ncnc32)cc1
  ERK EGF block = -3.8%
molecule: CC(C(=O)Nc1ccccc1Oc1ccccc1)c1ccccc1 (configuration not stated)
  ERK EGF block = -6.5%
molecule: COc1ccc(F)cc1S(=O)(=O)n1nnc2ccccc21
  ERK EGF block = 6.9%
molecule: Cc1cc2cc(C(=O)N3CCc4c([nH]c5ccccc45)C3c3ccccn3)ccc2o1 (configuration not stated)
  ERK EGF block = -11.9%[57.5 µM]

# Next section.
SMILES,ERK EGF block
CCOC(=O)C1CCCN(C(=O)c2cc3cc(Br)ccc3oc2=O)C1 (configuration not stated),12.4%
O=C(C1=NN[C@@H]2C(=O)N(c3cccc(C(F)(F)F)c3)C(=O)[C@H]12)C(c1ccccc1)c1ccccc1,-20.4%
O=C(Cn1c(COc2ccccc2)nc2ccccc21)Nc1cc(Cl)c(Cl)cc1Cl,-5.8%
COc1cc(OC)c([C@@H]2O[C@H](CO)[C@@H](O)[C@H](O)[C@H]2O)c(OC)c1,-8.1%
CCOC(=O)N1CCN(C(=O)COc2ccc([N+](=O)[O-])cc2)CC1,-10.0%
O=C(COC(=O)c1cc(-c2cccnc2)nc2ccccc12)Nc1ccc(F)cc1F,5.8%
CC(C)c1csc(CN2CCCC(CCC(=O)NCc3ccccc3F)C2)n1 (configuration not stated),-3.6%
Cc1ccc(Nc2nc(-c3ccc(S(=O)(=O)N4CCOCC4)cc3)cs2)cc1Cl,2.2%
Cc1ccc(S(=O)(=O)NCC(=O)OCC(=O)N2N=C(c3ccc(Cl)cc3)CC2c2ccco2)cc1C (configuration not stated),5.7%
COc1ccc(/C=N/N2CCN(C3c4ccccc4-c4ccccc43)CC2)cc1OC,?
Cc1cc(NC(=O)C2Oc3ccccc3OC2C)no1 (configuration not stated),7.4%
CC(C)N1CCc2c(sc(NC(=O)c3cc(-c4cccs4)nc4ccccc34)c2C(N)=O)C1,-0.5%
CC(=O)c1cccc(NC(=O)CCCOc2ccc(C)cc2)c1,-5.3%
CCOC(=O)CCCN1CC(O)=C(c2nc(-c3ccc(Cl)cc3)cs2)C1=N,6.5%
NCCCCCCNS(=O)(=O)c1ccc2c(Cl)cccc2c1,-21.3%
O=C(Nc1ccc(NC(=O)c2cc([N+](=O)[O-])ccc2N2CCOCC2)cc1)c1cccs1,4.7%
CCc1cc2c(=O)c(-c3nc4ccccc4n3C)c(CCCC(=O)O)oc2cc1OC(=O)C(C)(C)C,1.8%
Cc1ccc[n+](Cc2ccc([N+](=O)[O-])cc2)c1,-7.7%
O=C(NC(=O)c1ccc(C(F)(F)F)cc1)Nc1ccc(-c2cnco2)cc1,-11.8%[57.5 µM]
Cn1nc(-c2ccccc2)c2ncc(C(F)(F)F)cc21,3.5%
Cc1cc(C)n2c(SCc3nnc(-c4cccs4)o3)nnc2n1,-2.4%
Cc1ccc(NC(=O)CCS(=O)(=O)c2ccccc2)cc1S(=O)(=O)N1CCOCC1,-9.3%
C=CCn1nnnc1-c1cccc(Cl)c1,-10.7%
Cc1cc(NC(C)C)n2c(nc3ccccc32)c1C#N,-0.4%
Nc1ccnn1Cc1cccs1,-3.5%
N#CC1=C(N)Oc2ccc3ccccc3c2C1c1cccnc1 (configuration not stated),-7.0%
Cc1ccc(/C(O)=C/C(=O)C(=O)NC23CC4CC(CC(C4)C2)C3)cc1,6.3%[57.5 µM]
CC(=O)Nc1ccc(S(=O)(=O)NNC2=NS(=O)(=O)c3ccccc32)cc1,1.2%
C=CCn1cnc2c(nnn2-c2cc(C)cc(C)c2)c1=O,-10.9%
O=C(Nc1ccc(Br)cc1)c1ccc(F)c(S(=O)(=O)N2CCN(c3ccccn3)CC2)c1,0.2%
CCc1cccc(CC)c1NC(=O)CSc1nc2ccc(N3C(=O)C4C(C3=O)[C@H]3C=C[C@@H]4C3)cc2s1 (some centres not stated),5.9%
Cc1c(C(=O)C(=O)N2c3ccccc3CC2C)c2ccccc2n1C (configuration not stated),5.3%
CCN(CC)C(=O)c1ccc(N)cc1,1.7%
Cc1c(O)ccc2c(CN3CCN(C/C=C/c4ccccc4)CC3)cc(=O)oc12,-14.9%[57.5 µM]
COc1ccc2cc(OC)c(C(=O)N3CCOCC3)cc2c1,14.6%
CC(=O)Nc1ccc(S(=O)(=O)NCCC(=O)Nc2ccc(C)c(Cl)c2)cc1,3.6%
CCCOC(=O)c1c(NC(=O)CCCn2nc([N+](=O)[O-])c(Cl)c2C)sc(C(=O)OC)c1C,3.1%
CC(C)COCc1ccc(O)c2ncccc12,-0.5%
O=C(c1ccc([N+](=O)[O-])cc1[N+](=O)[O-])N1CCCC1,12.9%
COc1ccc(C2CC23N=C(c2ccccc2)OC3=O)cc1 (configuration not stated),12.8%
CN(C(=O)COc1ccccc1)c1nc(-c2ccc(F)cc2)cs1,1.8%
CCC(=O)Nc1ccc(C(=O)CSc2nc3ccccc3[nH]2)cc1,-6.6%
O=C(COc1ccc(F)cc1Br)N1CCN(c2ncccn2)CC1,-4.0%
O=C(Oc1cccc(OC(=O)N2CCCCC2)c1)N1CCCCC1,2.5%
Cc1cccc(N=C2NC(=O)/C(=C/C=C/c3ccco3)S2)c1,8.0%
O=S(=O)([O-])CCC[N+]1(CC#Cc2ccccc2)CCCCC1,-1.6%
O=[N+]([O-])c1ccc(/C=C2\CCC(C3=CCCC3)=C2N2CCOCC2)cc1,-0.8%
COC(=O)c1ccc(COc2ccc(C=O)cc2OC)o1,1.5%
CC(=O)c1ccc(Nc2ccc(-c3ccccc3F)nn2)cc1,6.0%
Cc1sc2ncnc(SCC(=O)N(C(C)C)C(C)C)c2c1C,4.4%
CC(=O)N(C)c1ccc(NS(=O)(=O)c2cc(Cl)ccc2Cl)cc1,-10.4%
